Source: PubChem (several laboratories)
RBBP9 inh: human RBBP9 inhibitors, primary screen, biochemical, fluorescence polarization, FP-Rh probe, HTS; Serine hydrolase RBBP9 (Homo sapiens), O75884; recombinant RBBP9; inhibition, % at 7.94 µM; 220,000 compounds, 0.2% hits;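 active = inhibition above the campaign mean of all tested compounds plus 3 SD, cut at about 14% in these data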;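 note: plate controls were DMSO wells with RBBP9 for no effect and wells lacking RBBP9 protein for full effect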
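System: RBBP9 protein / Quantity: 2.5 µM RBBP9 dispensing solution, before mixing / Also added: Serine-hydrolase probe FP-Rh, 375 nM pre-mixing / Dosing: 7.94 µM single dose, 0.794% DMSO / Timing: enzyme-compound preincubation 30 min, then probe labeling 45 min, 25 °C / Signal: FP readout at 525/598 nm / Controls: DMSO-treated enzyme wells and wells lacking RBBP9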
Furin inhibitor: human furin inhibitors, primary screen, biochemical, fluorescence intensity. 220,000 compounds, 0.061% hits. inhibition, % at 30 µM. purified furin, fluorogenic substrate cleavage; in the data active = inhibition above about 25%; note: inactives centre near -15
Target sequence (P09958 108-714 limits assumed): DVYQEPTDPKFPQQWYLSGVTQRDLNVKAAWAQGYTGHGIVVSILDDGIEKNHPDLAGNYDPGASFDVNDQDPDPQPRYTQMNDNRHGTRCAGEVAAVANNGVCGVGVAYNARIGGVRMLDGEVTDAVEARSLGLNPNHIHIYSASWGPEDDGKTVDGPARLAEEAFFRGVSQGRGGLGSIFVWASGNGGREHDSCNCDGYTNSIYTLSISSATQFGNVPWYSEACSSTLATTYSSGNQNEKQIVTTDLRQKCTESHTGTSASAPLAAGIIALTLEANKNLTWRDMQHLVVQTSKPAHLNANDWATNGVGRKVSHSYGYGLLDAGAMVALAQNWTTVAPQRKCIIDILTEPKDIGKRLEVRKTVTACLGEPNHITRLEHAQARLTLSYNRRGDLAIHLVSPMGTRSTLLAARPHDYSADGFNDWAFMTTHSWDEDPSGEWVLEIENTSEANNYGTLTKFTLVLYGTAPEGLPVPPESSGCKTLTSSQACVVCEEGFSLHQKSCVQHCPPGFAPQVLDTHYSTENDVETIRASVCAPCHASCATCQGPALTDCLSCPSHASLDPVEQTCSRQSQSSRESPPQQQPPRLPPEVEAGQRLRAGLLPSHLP
p97 inhibitor: inhibitors of human p97 ATPase, primary screen, biochemical; Transitional endoplasmic reticulum ATPase (Homo sapiens), P55072; recombinant p97 ATPase, Kinase-Glo ATP luminescence, 3 h; inhibition, % at 8 µM; 220,000 compounds, 0.42% hits; in the data active = inhibition above about 15%;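 note: 0% = DMSO vehicle and 100% = wells lacking enzyme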
NCF1 inh: p47phox/p22phox peptide binding inhibitors, primary screen, biochemical, uHTS, NADPH oxidase regulatory subunit; fluorescence polarization, 2 h; AID 1274, 2008; 220,000 compounds, 0.53% hits; inhibition, % at 24.7 µM; Neutrophil cytosol factor 1 (Homo sapiens), P14598;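 active = inhibition above about 30%, limit read from the data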;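 note: 0% = p47phox with labelled peptide and 100% = labelled peptide alone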
Target sequence (P14598 whole entry, looked up): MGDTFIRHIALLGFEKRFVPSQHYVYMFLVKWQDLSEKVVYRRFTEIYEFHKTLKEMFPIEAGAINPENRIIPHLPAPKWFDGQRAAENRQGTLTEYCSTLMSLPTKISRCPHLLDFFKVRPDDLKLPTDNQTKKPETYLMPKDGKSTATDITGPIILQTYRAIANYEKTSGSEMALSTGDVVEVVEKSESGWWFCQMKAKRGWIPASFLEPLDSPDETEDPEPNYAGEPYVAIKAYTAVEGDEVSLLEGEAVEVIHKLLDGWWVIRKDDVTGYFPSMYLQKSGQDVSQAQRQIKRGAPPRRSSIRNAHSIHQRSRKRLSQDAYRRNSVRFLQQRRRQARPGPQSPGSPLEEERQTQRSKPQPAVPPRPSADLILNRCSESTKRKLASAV
Tb hexokinase: Trypanosoma brucei hexokinase 1 inhibitors, primary screen, biochemical, G6PDH-coupled NADH absorbance, MLSCN library; recombinant TbHK1, G6PDH-coupled NADH A340; inhibition, % at 10 µM; AID 1430, 2008; 220,000 compounds, 0.11% hits;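 active = inhibition of 50% or more in the single-dose primary screen; inactive = inhibition below 50%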
Runt-CBFb FRET: inhibitors of RUNX1 Runt–CBFb binding, primary screen, biochemical, FRET, Cerulean-Runt, Venus-CBFb, uHTS | 220,000 compounds, 0.46% hits | AID 1496, 2009 | Runt-related transcription factor 1 (Homo sapiens) + Core-binding factor subunit beta … | inhibition, % at 20 µM | Cerulean-Runt/Venus-CBFb FRET ratio 530/480, 1 h;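 active = inhibition over about 50% at 20 µM in the single-dose screen, limit read from the data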;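 note: 0% = DMSO wells and 100% = excess unlabeled CBFb competitor control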
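Buffer or medium: Tris pH 7.5 buffer with BSA. Assay system: Cerulean-labeled Runt domain protein. Amount: each fluorescent fusion protein 100 nM. Read-out basis: loss of energy transfer signal. Incubation: 1 h compound exposure, room temperature. Probe or stimulus: Venus-CBFb binding partner, 100 nM. Detection: FRET, excitation 422 nm, emission at 530 and 480 nm.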
Runt-SMMHC FRET: inhibitors of RUNX1 Runt–CBFb-SMMHC binding, primary screen, biochemical, FRET, Cerulean-Runt, Venus-CBFb-SMMHC, uHTS | Cerulean-Runt/Venus-CBFb-SMMHC FRET ratio 530/480, 1 h | inhibition, % at 20 µM | 220,000 compounds, 0.74% hits | AID 1434, 2008;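 active = mean inhibition across duplicate retests at 20 µM reaching about 50%, limit read from the data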;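 note: 0% = DMSO wells and 100% = wells with excess untagged CBFb-SMMHC; inhibitors lower the FRET ratio by blocking Runt binding to CBFb-SMMHC; some results filed as inactive read as strong as hits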
EBV gp42 inh: Epstein-Barr virus gp42 inhibitors, primary screen, biochemical, uHTS, fluorescence polarization | 220,000 compounds, 0.42% hits | Glycoprotein 42 (Epstein-Barr virus (strain AG876)), Q1HVG2 | Fluorescence polarization binding assay, mP read-out | inhibition, % (tested at 21.74 µM); in the data active = inhibition above about 50%
Calpain2 inh: inhibitors of pig calpain II, primary screen, biochemical, fluorogenic peptide substrate, 1536-well; 220,000 compounds, 0.37% hits; inhibition, % at 16 µM; purified calpain II, 30 min; AID 1236, 2008;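 active = inhibition above about 50%, limit read from the data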
* = called active by the depositor; i = inactive; nt = no result given; [ ] = remark or other dose.

SMILES	RBBP9 inh	Furin inhibitor	p97 inhibitor	NCF1 inh	Tb hexokinase	Runt-CBFb FRET	Runt-SMMHC FRET	EBV gp42 inh	Calpain2 inh
C=CCOc1ccc(CN(C)CC(=O)Nc2ccc3c(c2)CCC3)cc1	7	-19	-3	-2	0	-6	11	-9	17
COC(=O)c1c(C)oc(C)c1S(=O)(=O)NCc1cccs1	-6	-4	3	-8	-1	1	1	-14	-13
COc1cc(C(=O)c2nccc3cc(OC)c(OC)cc23)c([N+](=O)[O-])cc1OC	4	-11	30*	1	-14	-5	3	-4	-21
Cc1ccc(S(=O)(=O)NCC(=O)N(CC(=O)NCc2ccccc2)CC2CCCO2)cc1 (stereo not drawn)	-9	-29[20 µM]	0	-19	-6	0	0	-8	19
Cc1ccc(O)c(C(=O)CC(=O)c2ccccc2Cl)c1	-10	-15	0	6	-2	0	-2	4	31
COc1cccc2cc(-c3csc(NC(=O)CCC(=O)NCCCN4CCC(C)CC4)n3)c(=O)oc12	-5	-3	-2	-11	-29	4	-4	-26	-35
Cc1cccc(C(=O)Nc2nnc(SCC(=O)Nc3ccc4c(c3)oc3ccccc34)s2)c1	-4	-18	3	-14	12	-1	6	-55	-22
Cc1cn(-c2ccccc2)c(C)c1/C=N\Nc1nc(N2CCOCC2)nc(N2CCOCC2)n1	-9	-15	2	-17	-32	1	1	-15	-46
N#Cc1cccc(N=Cc2c(O)ccc3ccccc23)c1	1	-4	6	-4	2	5	14	-12	18
CN(C)CCCN(C(=O)CCc1ccccc1)c1nc2ccc(Br)cc2s1	-2	-14	0	-15	10	0	0	1	-28
O=C(CN1CCN(c2ccccc2)CC1)N1CCc2[nH]c3ccccc3c2C1	-6	-18[20 µM]	-3	3	-3	-14	-31	-10	-13
CCc1ccc(C2c3[nH]c4ccccc4c3CCN2C(=O)c2cc(C)nn2C)cc1 (stereo not drawn)	-11	-12	5	-16	-12	-4	3	-16	-77
CCOc1ccc(S(=O)(=O)Nc2nc3ccccc3nc2-n2ccc(=NC(=O)c3cccs3)cc2)cc1	-9	0	1	-27	5	-56	-158	-38	-187
CN(C)c1ccc(S(=O)(=O)N(C)C)cc1[N+](=O)[O-]	-9	-14	2	-11	-1	0	2	-5	-37
COc1ccc(NC(=O)CCN2CCCCCC2)cc1	1	-20[20 µM]	-1	-12	-2	0	-6	-13	-19

Taken from the entries so far for reference:
SMILES	RBBP9 inh	Furin inhibitor	p97 inhibitor	NCF1 inh	Tb hexokinase	Runt-CBFb FRET	Runt-SMMHC FRET	EBV gp42 inh	Calpain2 inh
C=CCOc1ccc(CN(C)CC(=O)Nc2ccc3c(c2)CCC3)cc1	7	-19	-3	-2	0	-6	11	-9	17
COC(=O)c1c(C)oc(C)c1S(=O)(=O)NCc1cccs1	-6	-4	3	-8	-1	1	1	-14	-13

Going on with the list.
SMILES	RBBP9 inh	Furin inhibitor	p97 inhibitor	NCF1 inh	Tb hexokinase	Runt-CBFb FRET	Runt-SMMHC FRET	EBV gp42 inh	Calpain2 inh
CCOC(=O)Cc1cnc(NC(=O)Cn2nnc(-c3ccc(OCC)cc3)n2)s1	-2	-10	-1	-4	12	-3	3	4	16
COc1ccc([N+](=O)[O-])cc1NC(=O)c1ccc(N(Cc2ccccc2Cl)S(C)(=O)=O)cc1	-8	-20	4	-8	-10	2	3	10	3
CCNc1nc(NC(C)C)nc(SCCOC(=O)c2ccccc2)n1	-6	-19	2	-7	2	-3	-5	10	0
CCOC(=O)c1c(/N=C/c2cccc([N+](=O)[O-])c2O)sc(C)c1C	-3	2	1	-12	11	3	4	2	-14
S=C(Nc1ccccc1)N1CCN(c2ccc(N3CCOCC3)nn2)CC1	-6	-24	7	5	-2	5	12	-5	i
O=C(N/N=C/c1cccs1)c1ccc(NC(=O)c2ccccc2Cl)cc1	-4	-17	6	-4	-18	0	3	2	0
O=C1CCCN1CCCNS(=O)(=O)c1ccc(Cl)c(C(=O)N2CCOCC2)c1	-5	-21[20 µM]	2	-14	-6	0	-2	-18	-13
CC(=O)Oc1ccc(C(=O)Cc2ccccn2)c(O)c1	5	-6	2	-7	-28	-1	-5	4	4
Cc1cc(=O)oc2cc(O)c(N=Nc3ccccc3)cc12	3	-10	6	-5	-17	-3	-6	-1	-3
CCCC(C(=O)NC1CCCC1)N(Cc1ccc2c(c1)OCO2)C(=O)c1snc(C(N)=O)c1N (stereo not drawn)	-3	-18[20 µM]	-6	-20	-14	2	-4	0	-83
Cc1ccc(N2C(=O)[C@@H]3C(C(=O)CN4C(=O)c5ccccc5C4=O)=NN[C@@H]3C2=O)c(C)c1	-6	-12	-3	3	-3	0	-2	5	0
Cc1ccccc1CS(=O)(=O)c1ccc(C(=O)N2CCC(C)CC2)cc1[N+](=O)[O-]	-10	-21	4	-4	-1	-1	2	-4	12
Cc1nn(-c2ccccc2)nc1CNS(C)(=O)=O	-10	-17	1	4	-15	-1	1	-9	-33
O=C1CC(=O)CC(c2ccccc2Cl)C1	-3	-12	1	-9	6	-1	-1	-14	-23
Cn1cc(Cl)c(C(=O)Nc2nc3ccc([N+](=O)[O-])cc3s2)n1	-11	-1	-5	-3	-9	-1	5	67*	-224

The last three entries of the part above are carried over, then new ones follow:
SMILES	RBBP9 inh	Furin inhibitor	p97 inhibitor	NCF1 inh	Tb hexokinase	Runt-CBFb FRET	Runt-SMMHC FRET	EBV gp42 inh	Calpain2 inh
Cc1nn(-c2ccccc2)nc1CNS(C)(=O)=O	-10	-17	1	4	-15	-1	1	-9	-33
O=C1CC(=O)CC(c2ccccc2Cl)C1	-3	-12	1	-9	6	-1	-1	-14	-23
Cn1cc(Cl)c(C(=O)Nc2nc3ccc([N+](=O)[O-])cc3s2)n1	-11	-1	-5	-3	-9	-1	5	67*	-224
COc1ccc(NC(=O)CN(C)C2CCCCC2)c([N+](=O)[O-])c1	-4	-8	-5	9	2	0	-2	5	29
O=C(NCCc1ccccc1)C(=O)NCC1OCCN1S(=O)(=O)c1ccc([N+](=O)[O-])cc1 (stereo not drawn)	3	-21	3	0	2	1	-3	1	1
CCOC(=O)C1CCN(c2ncnc3c2nnn3Cc2ccccc2Cl)CC1	0	-3	-2	-2	-5	-2	0	-9	7
COC(=O)Nc1ccc2c(c1)N(C(=O)CCN1CCN3CCCC3C1)c1ccccc1S2 (stereo not drawn)	-11	-11	-13	-9	0	2	2	-11	-1
CCOc1ccccc1NC(=O)N1CCCC1C(=O)Nc1ccc(NC(C)=O)cc1 (stereo not drawn)	10	-10	0	-8	6	0	-5	0	-34
CCOc1ccc2nc(NC(=O)Nc3cccs3)sc2c1	-2	-1	4	-23	0	4	2	-7	-11
O=c1oc2ccccc2cc1-c1cn(-c2ccccc2)c(=S)[nH]1	-5	-34	2	-5	-2	14	18	-22	-190
Cn1cccc1/C=C1\SC(=Nc2cccc(O)c2)NC1=O	-11	-8	16*	-83	-8	1	7	-10	15
N#Cc1ccc(N2C(=O)[C@@H]3C(C(=O)C(c4ccccc4)c4ccccc4)=NN[C@@H]3C2=O)cc1	-14	-1	3	-28	16	-3	3	-20	-43
CCN1CCCC1CNC(=O)c1ccccc1Cl (stereo not drawn)	0	2[20 µM]	3	-13	-4	0	-7	-18	-13
O=C(Cc1ccc(Cl)cc1)N/N=C/c1ccncc1	-11	-15	2	4	3	0	-1	2	12
Cc1ccc2nc(-c3ccncc3)c(Nc3ccccc3)n2c1	-4	15	1	-6	24	0	4	-2	-6
O=C(N/N=C/c1cn(-c2ccccc2)nc1-c1cccs1)c1ccc(Cl)cc1	-23	-21	4	-24	-20	1	3	-19	-13
CCOc1cc(-c2nnc(-c3ccco3)o2)cc(OCC)c1OCC	-12	-26	3	nt	-2	-4	-5	nt	nt
CC(=O)C1=C(O)C(=O)OC1c1ccc(C)cc1 (stereo not drawn)	9	-15	4	-3	-16	0	2	-3	4
C=CCn1c(C)cc(C(=O)COC(=O)C2CC(=O)N(Cc3ccccc3)C2)c1C (stereo not drawn)	-2	-9	-9	-5	12	-3	4	-14	11
CN(C)C(CNC(=O)c1cccc(S(=O)(=O)N(C)C)c1)c1ccccc1 (stereo not drawn)	-18	-4[20 µM]	-5	-4	5	1	-8	-5	-14
NS(=O)(=O)c1ccc(CCNC(=O)c2ccc(S(=O)(=O)N3CCCCC3)cc2)cc1	3	-15[20 µM]	3	-1	-10	-2	0	-5	-28
COc1cc(Cl)c(C)cc1NC(=O)COC(=O)c1cc(SC)ccc1Cl	-2	-22	2	-12	0	0	3	-5	-9
Cc1ccc(S(=O)(=O)N2c3ccccc3-c3c(ssc3=S)C2(C)C)cc1	4	-4	4	0	29	18	1	2	7
Cc1ccc(C2CC(c3ccccc3)=NN2C(=O)CSc2nnc(-c3ccncc3)n2C)o1 (stereo not drawn)	-6	-11	-5	-10	-2	2	2	-1	25
CCCn1c(CN2CCN(C(=O)c3ccco3)CC2)nc2c1c(=O)n(C)c(=O)n2C	-3	-22	2	-3	-6	1	2	-12	-19
Cc1nn(-c2ccccc2)c(Cl)c1/C=N/Nc1ccc(S(=O)(=O)Nc2ccccc2C(=O)O)cc1[N+](=O)[O-]	-7	5[20 µM]	-15	-20	6	-20	-31	73*	48
COc1ccccc1C(c1nnnn1C(C)(C)C)N1CCN(C(=O)c2ccco2)CC1 (stereo not drawn)	-12	-13	-3	-6	-4	0	0	-23	-7
COc1cc(Br)c(Br)c(Br)c1N	-3	-7	3	-2	5	0	-1	-6	7
O=C(COC(=O)[C@H](Cc1c[nH]c2ccccc12)NC(=O)c1cccs1)NCc1ccccc1	-1	-13	2	-46	-6	1	4	0	18
COc1ccc(-c2[nH]ncc2Oc2ccccc2OC)c(O)c1	-5	-13	1	-10	18	-3	-2	-1	-3
Cc1csc2ncnc(N3CCN(C(=S)Nc4ccc(C(F)(F)F)cc4)CC3)c12	-10	-15	-3	-15	8	0	0	-3	21
COc1ccccc1-c1ccc(=O)n(CC(=O)NC(C)(C)C)n1	-6	-31	0	11	3	-1	1	4	-9
O=C(NNC(=O)c1ccc(SCC2CCCO2)c([N+](=O)[O-])c1)c1ccc(F)cc1 (stereo not drawn)	-2	-19[20 µM]	-1	12	-6	1	2	-25	26
Cc1cc(C)c2cc(CN(Cc3cccs3)Cc3nnnn3CC3CCCO3)c(=O)[nH]c2c1 (stereo not drawn)	-8	8	-6	-12	-14	-5	2	-8	-28
CNC(=O)COc1ccc(C=O)cc1OC	-10	-11	-3	5	18	-2	0	5	-10
Cc1ccc(NC(=O)Cn2cccc2C2=NC(c3ccccc3)CO2)cc1C (stereo not drawn)	-7	1	-5	-13	27	-2	2	-4	6
CCOC(=O)C1CCN(c2cc(=O)n(-c3ccc(OC)cc3)c(=O)[nH]2)CC1	-2	-29	-6	-12	-9	-2	-3	-19	6
